Bioassay records as filed in PubChem.
TbREL1 inh – TbREL1 inhibition, primary screen; P86926; TbREL1 RNA ligation, FRET fluorescence; inhibition, % at 9.66 µM; actives 0.49% (n = 89,000); AID 1117264;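 active means inhibition above the mean inhibition across all screened compounds plus 3 SD, cut at about 11% in these data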;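 further: 0% = plate median of test wells and 100% = NSC42067 control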
Target sequence (P86926 whole entry, looked up): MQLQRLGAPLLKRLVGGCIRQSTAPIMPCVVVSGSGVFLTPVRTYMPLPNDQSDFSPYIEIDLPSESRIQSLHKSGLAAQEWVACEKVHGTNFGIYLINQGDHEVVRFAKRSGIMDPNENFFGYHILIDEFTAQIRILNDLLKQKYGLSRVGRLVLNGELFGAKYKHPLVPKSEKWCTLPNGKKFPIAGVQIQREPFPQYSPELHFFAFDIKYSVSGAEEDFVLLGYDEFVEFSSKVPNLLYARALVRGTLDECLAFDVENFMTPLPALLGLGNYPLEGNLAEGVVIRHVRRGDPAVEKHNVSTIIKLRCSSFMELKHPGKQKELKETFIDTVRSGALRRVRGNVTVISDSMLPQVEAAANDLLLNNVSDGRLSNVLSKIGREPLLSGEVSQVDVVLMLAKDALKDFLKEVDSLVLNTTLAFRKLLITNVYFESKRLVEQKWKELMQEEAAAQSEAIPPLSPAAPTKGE
Numbers without * were called inactive.

SMILES	TbREL1 inh
Cn1c2ccccc2c2nnc(SCC(=O)NC3CC3)nc21	0
CC(C)(C)OC(=O)C[C@@H]1C/C=C\C[C@@H](CC(=O)N[C@@H](CO)Cc2ccccc2)C(=O)NCCOC1=O	-3
Nc1c(Cl)ncnc1N/N=C/c1ccc(O)cc1	1
COc1ccc(C2=NN(C(=O)c3ccco3)C(c3ccco3)C2)cc1OC (configuration not stated)	-2
COc1ccc(CNc2ccc(-c3ccccc3OC)nn2)cc1	0
CCOc1cc(/C=C/c2nc3ccccc3s2)ccc1OCC(=O)N1CCOCC1	-1
Cc1ccc(/C=C/C(=O)NCc2ccc(S(N)(=O)=O)cc2)o1	-1
CC1(c2ccc3c(c2)OCO3)NC(=O)N(CC(=O)Nc2ccccc2[N+](=O)[O-])C1=O (configuration not stated)	-2
CC(C)c1ccc(NC(=O)Cn2cccc2C2=NC(c3ccccc3)CO2)cc1 (configuration not stated)	2
CCCn1c(SCC(=O)Nc2ccc(OC)cc2[N+](=O)[O-])n[nH]c1=O	-1
Cc1ccc2nc(N3CC(=O)Nc4ccccc43)nc(-c3ccccc3)c2c1	10
C=CC[C@H](CC(=O)N[C@H](CO)Cc1ccccc1)C(=O)N[C@H](COC(=O)[C@H](CC=C)CC(=O)OC(C)(C)C)Cc1c[nH]c2ccccc12	1
Cc1ccc(CN2C(=O)c3ccccc3NC23CCN(Cc2ccccc2)CC3)cc1	-5
COC(=O)c1ccc(C)c(NC(=O)CN2C(=O)c3ccccc3S2(=O)=O)c1	1
O=C(Nc1cccc(Cl)c1)c1nc[nH]c1C(=O)N1CCc2ccccc2C1	1
Cc1ccc(S(=O)(=O)N2CCOCC2)cc1C(=O)OCC(=O)NC1CCCC1	-2
O=C(Nc1ccccc1)Nc1cccc2nsnc12	0
O=C(Nc1ccc2c(c1)OCO2)C(c1ccccc1)N1CCC2(CC1)OCCO2 (configuration not stated)	-2
Cc1ccc(NC(=O)Nc2nnc([C@@H]3C[C@H](O)[C@@H](CO)O3)s2)cc1	3
CCOC(=O)C1C(c2ccc(O)c(OC)c2)NC(=O)NC1(O)C(F)(F)F (configuration not stated)	-5
Cc1cccc(C(=O)OCC(=O)Nc2ccc3c(c2)OCCO3)c1O	0
C=CCn1c(SCCOc2ccc(OC)cc2)nnc1C(C)NC(=O)Cc1ccc(OC)cc1 (configuration not stated)	3
Cc1cc(C)nc(SCc2nnc(SCC(N)=O)o2)n1	-3
Nc1cc(OCC(F)(F)F)cc([N+](=O)[O-])c1	6
O=C(O)CSc1nnc(-c2ccc(Cl)cc2)n1-c1ccccc1	-5
CCC/C(=N/NC(=O)c1nnn(-c2nonc2N)c1CN1CCCCC1)c1ccccc1	-1
O=C(N/N=C/c1c[nH]c2ccc(Br)cc12)c1ccc2c(c1)OCO2	7
O=C(NCc1ccc(F)cc1)Nc1ccc(Cl)cc1	5
O=C(NC12CC3CC(CC(C3)C1)C2)N1CCN(c2nc(-c3ccccc3)cs2)CC1	0
Cc1ccc(NC(=S)NNC(=O)CSc2nc3ccccc3c(=O)n2-c2ccc(Cl)cc2)cc1	-5
CCOC(=O)[C@]12CCC=C1N(Cc1ccc3c(c1)OCO3)C(=O)[C@H](CC(=O)NCCc1ccccc1OC)C2	-2
O=C(C1CCCN1S(=O)(=O)c1cccc2nsnc12)N1CCCCCC1 (configuration not stated)	0
Clc1ccc(-c2nc3c4ccccc4ccn3c2CC2CCCCC2)cc1	2
CC(=O)CC(=O)Nc1ccc(Nc2ccccc2)cc1	-1
CCC(Oc1ccc(C)cc1)C(=O)Nc1ccc2c(c1)n(C)c(=O)n2C (configuration not stated)	2
COc1ccc(/C=N/N2C(=O)CSC2=S)cc1	-4
CCCCNC(=O)C[C@@H]1C[C@@]2(C(=O)OCC)CCCC=C2N(CCc2ccc(OC)c(OC)c2)C1=O	1
COc1ccc(OC)c(-n2nnnc2SCC(=O)Nc2ccc3c(c2)OCCO3)c1	-4
CC1CCN(C(=O)CSc2nncn2C)CC1	1
Cc1ccc(S(=O)(=O)NCCC(=O)NCC(c2ccco2)N2CCCCC2)cc1C (configuration not stated)	-3
CC1=NN(c2ccc(C)cc2C)C(=O)C1C(c1ccccc1O)C1C(=O)N(c2ccc(C)cc2C)N=C1C (configuration not stated)	-4
COc1cccc(C2C(C(=O)c3ccc(C)o3)=C(O)C(=O)N2CCN2CCOCC2)c1OC (configuration not stated)	-4
Nn1c(COc2ccccc2F)nnc1SCC(=O)NC1CCCCC1	-1
COCCCNC(=O)c1ccc(CN2CCc3ccccc3C2)cc1	1
Cc1nc(Nc2ccc3c(c2)OCO3)c2oc3ccccc3c2n1	4
Cc1nc(NC(=O)CSc2nc3cccnc3n2C2CCCCC2)sc1C	1
O=C1CCC(C(=O)Nc2ccc(OC(F)F)cc2)N1 (configuration not stated)	-1
COc1ccc(Cn2ccc3ccc(-c4ccc5ccn(C(=O)C6CC6)c5c4)cc32)cc1	-3
Oc1ccc(N2CCN(Cc3c(-c4ccccc4)nc4ccccn34)CC2)cc1	3
COc1ccc(-n2ncc(S(=O)(=O)c3ccccc3)c2-c2ccc(Cl)cc2)cc1	1
CC(=O)N1CCn2c3c(c4cc(C)ccc42)CCCC31 (configuration not stated)	-5
CC(=O)N1N=C(c2ccc(Cl)cc2)OC1c1ccc(C(C)C)cc1 (configuration not stated)	-1
CC(C)(C)OC(=O)N1CCC(Cc2cc(-c3cccc(Br)c3)no2)(C(=O)O)CC1	4
O=C(C/C=N\OCc1ccc([N+](=O)[O-])cc1)Nc1ccc(Br)cc1	-2
Cc1ccc(CNC(=O)C(c2ccccc2)c2ccccc2)cc1	5
COc1ccccc1CNC(=O)CCC(=O)Nc1nnc(C(C)C)s1	-2
CCc1ccc2nc(N3CCN(C)CC3)c(C#N)cc2c1	-4
Cc1ccc(S(=O)(=O)CC(=O)Nc2nc3ccc(S(N)(=O)=O)cc3s2)cc1	6
COc1ccc(NCC(=O)N/N=C/C(C)c2ccccc2)cc1 (configuration not stated)	-1
COc1cc(C)nc2nc(SCc3ccccc3)nn12	1

Continuation:
SMILES	TbREL1 inh
COCCNC(=O)c1onc(CSc2ccc(C(C)C)cc2)c1C(=O)O	0
Cc1ccc(-c2cc(C(=O)N3CC(C)CC(C)C3)c3ccccc3n2)o1 (configuration not stated)	3
CCOC(=O)CCCn1ccc2cc(S(=O)(=O)N3CCCC3)ccc21	-1
Cc1nc(NC(=S)NC(=O)COc2ccc(Cl)cc2)ccc1Br	0
O=C(c1cccn2c(=O)c3ccccc3nc12)N1CCN(c2ccccn2)CC1	-1
COc1ccccc1N(C)S(=O)(=O)c1ccc(C)c(C(=O)NC(C)c2ccccn2)c1 (configuration not stated)	-4
Cc1ccccc1-n1nc2c(c1NC(=O)c1ccc3c(c1)OCO3)CS(=O)(=O)C2	5
COc1ccc(NC(=O)C2CC(c3ccccc3Cl)=NO2)cc1 (configuration not stated)	3
CC(C)[C@H](NC(=O)N1CCn2c1nc1ccccc12)C(=O)N1CCCCC1	-2
Cc1cc(C)[n+](-c2ccc(F)cc2)c2[nH]c(=O)[nH]c(=O)c12	3
O=C(CCS(=O)(=O)c1ccc(F)cc1)N1CCOCC1	-1
O=C(CSc1nc2nn(-c3ccccc3)c(=O)c-2c2n1CCCCC2)c1ccc(OC(F)F)cc1	1
CCCCC(=O)OCC(=O)Nc1ccc(SC(F)F)cc1	4
COc1ccc(C(=O)Nn2c(SCC(=O)c3ccccc3)nc3ccccc3c2=O)cc1	0
COCCn1c(=NC(=O)c2ccc(S(=O)(=O)N3CCc4ccccc4C3)cc2)sc2cc(OC)ccc21	5
COc1ccc(CCNC(=O)c2ccc3c(c2)ncn3C2CCCCC2)cc1	-2
CCOC(=O)c1ccc(NS(=O)(=O)c2c(N)[nH]c(=O)[nH]c2=O)cc1	1
CC(=O)c1ccc(NC(=O)CSc2ccc(-c3ccc4c(c3)OCO4)nn2)cc1	-1
CCCC1(C)Nc2ccccc2-c2nc3ccccc3n21 (configuration not stated)	-1
CCOC(=O)C1CCCN(C(=O)COC(=O)c2cc(=O)c3ccccc3o2)C1 (configuration not stated)	2
Cc1ccccc1C(=O)N1CCC(C(=O)Nc2cccc(S(=O)(=O)N3CCCCC3)c2)CC1	-2
Cc1cc(C(=O)Nc2ncn(Cc3ccc(F)cc3)n2)ccc1[N+](=O)[O-]	1
O=c1c2cc3cc(Cl)ccc3nc2ncn1CCc1ccc(O)cc1	0
COc1cc2cc(C(=O)Nc3ccccc3)c(N)nc2cc1OC	4
Cn1cnnc1SCC(=O)NC(=O)NCc1ccccc1	1
O=C(O)C1=C[C@H](c2ccc(Br)cc2)C[C@H](OCc2ccc(CO)cc2)O1	-1
COc1ccc2nc(NC(=O)Nc3cccc4ccccc34)sc2c1	-1
Cc1cc(C(=O)NN=C2CCCCCCC2)c2ccccc2n1	3
CCOc1ccc(NC(=O)CN(C)C(=O)/C=C/c2ccc(S(=O)(=O)N3CCCCCC3)cc2)cc1OCC	-1
C=CCN1C(=O)[C@@H](CC(=O)N2CCCC2)[C@]2(C(=O)OC)CCCCC=C12	-1
N=C1C(c2nc3ccccc3s2)=C(O)CN1NC(=O)c1ccccc1[N+](=O)[O-]	1
Cc1cc(NC(=O)COC(=O)CCn2c(C)csc2=O)c([N+](=O)[O-])cc1C	-1
CC1=C([N+](=O)[O-])C(c2ccccc2)C2=C(N1)c1ccccc1C2=O (configuration not stated)	-1
COc1ccc(-n2c(C)nn(C)c2=O)c(OC)c1	-2
NC(=O)NCCCC(=O)OCC(=O)c1ccc2ccccc2c1	-1
COc1ccc(C2SCCN2C(=O)c2ccc([N+](=O)[O-])cc2)cc1 (configuration not stated)	1

Nothing new here: an excerpt of the list.
SMILES	TbREL1 inh
Cc1ccccc1C(=O)N1CCC(C(=O)Nc2cccc(S(=O)(=O)N3CCCCC3)c2)CC1	-2
Cc1cc(C(=O)Nc2ncn(Cc3ccc(F)cc3)n2)ccc1[N+](=O)[O-]	1
O=c1c2cc3cc(Cl)ccc3nc2ncn1CCc1ccc(O)cc1	0
COc1cc2cc(C(=O)Nc3ccccc3)c(N)nc2cc1OC	4
Cn1cnnc1SCC(=O)NC(=O)NCc1ccccc1	1
O=C(O)C1=C[C@H](c2ccc(Br)cc2)C[C@H](OCc2ccc(CO)cc2)O1	-1
COc1ccc2nc(NC(=O)Nc3cccc4ccccc34)sc2c1	-1
Cc1cc(C(=O)NN=C2CCCCCCC2)c2ccccc2n1	3
CCOc1ccc(NC(=O)CN(C)C(=O)/C=C/c2ccc(S(=O)(=O)N3CCCCCC3)cc2)cc1OCC	-1
C=CCN1C(=O)[C@@H](CC(=O)N2CCCC2)[C@]2(C(=O)OC)CCCCC=C12	-1
N=C1C(c2nc3ccccc3s2)=C(O)CN1NC(=O)c1ccccc1[N+](=O)[O-]	1
Cc1cc(NC(=O)COC(=O)CCn2c(C)csc2=O)c([N+](=O)[O-])cc1C	-1
CC1=C([N+](=O)[O-])C(c2ccccc2)C2=C(N1)c1ccccc1C2=O (configuration not stated)	-1
COc1ccc(-n2c(C)nn(C)c2=O)c(OC)c1	-2
NC(=O)NCCCC(=O)OCC(=O)c1ccc2ccccc2c1	-1

More compounds follow:
SMILES	TbREL1 inh
CC(C)C(=O)N=C1SC2CS(=O)(=O)CC2N1Cc1ccc(Cl)cc1 (configuration not stated)	2
COc1ccc(-c2ccc(C(=O)NCc3cccs3)c3occc23)c(C)c1	4
O=C1COc2ccc(C(=O)c3ccccc3)cc2CN1	0
COC(=O)[C@]12C(=O)NC[C@H](CN1c1ccc(Cl)c(C)c1)N2C	-2
CCCn1c(N)c(N(C)C)c(=O)n(CC(=O)Nc2ccc(OC(F)(F)F)cc2)c1=O	-5
Cn1c(N)c(C(=O)CSc2ccccn2)c(=O)n(C)c1=O	-1
CCOc1ccc(CCNC(=O)COC(=O)/C=C/c2ccc(OCC#N)c(OC)c2)cc1OCC	2
Cc1ccc(OCc2ccc(C(=O)NNC(=S)NCC3CCCO3)o2)c([N+](=O)[O-])c1 (configuration not stated)	-4
CCOc1ccc(/C=N/NC(=O)CCC(=O)Nc2ccc(F)cc2)cc1	-1
O=S(=O)(c1ccccc1)N(CC(O)CN1CCCC1)c1ccccc1 (configuration not stated)	6
COC(=O)COc1ccc(S(=O)(=O)Nc2ccc(NC(C)=O)cc2)cc1C	6
CC(C)CN1CN(S(=O)(=O)c2cccs2)c2nc3ccccc3nc21	2
COc1ccc(-n2c(=O)cc(N3CC(C)OC(C)C3)[nH]c2=O)cc1 (configuration not stated)	-3
CCOC(=O)[C@H]1[C@H]2COc3ccccc3[C@@H]2N2C(=O)CN(CC3CCCO3)C(=O)[C@@]12C (some centres not stated)	2
C[C@H](CO)N1C[C@H](C)[C@@H](CN(C)C(=O)Nc2ccc(C(F)(F)F)cc2)Oc2ccc(NC(=O)Nc3ccc(C(F)(F)F)cc3)cc2C1=O	0
O=C(c1ccc(NS(=O)(=O)c2cccc(F)c2)cc1)N1CCCC1	5
Cn1c(N2CCOCC2)nc2c1c(=O)n(Cc1ccc(Cl)cc1)c(=O)n2C	0
COCCOc1ccc(C(F)(F)F)cc1NC(=O)c1ccccc1F	0
O=C(c1ccc(F)cc1)N1C2CCC1CC(O)(c1ccccc1F)C2 (configuration not stated)	3
Cc1ccc(Nc2nc(N)c([N+](=O)[O-])c(NCc3ccccc3)n2)cc1	11
O=C1CN(S(=O)(=O)c2ccccc2Cl)CCN1	4
Cc1ccc(C(=O)Nc2ccncc2)cc1S(=O)(=O)N1CCCCC1	3
O=C(NC1(C(F)(F)F)N=C(c2ccccc2)NC1=O)c1ccccc1F (configuration not stated)	6
CCOC(=O)CC(NC(=O)c1cc2cccc(OC)c2oc1=O)c1cccc([N+](=O)[O-])c1 (configuration not stated)	-4
O=C(CCC(=O)N1CCN(c2ccccc2F)CC1)c1ccc(Cl)s1	-3
COc1ccc(N2CC(C(=O)Nc3ccc(S(=O)(=O)N4CCCC4)cc3)CC2=O)cc1 (configuration not stated)	0

Some of the compounds tested, so the mix of outcomes need not match the whole.
